MKP-3 inhibition: MKP-3 phosphatase inhibitors, primary screen, biochemical, rat enzyme, in vitro (AID 425). recombinant MKP-3 phosphatase activity, fluorescence; higher % means a stronger effect. inhibition, % at 20 µM, or IC50 in µM where a hit was titrated. hit rate 0.17% among 110,000; in the data active means inhibition above about 50%;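 further: plate controls were vehicle for no effect and reference inhibitor for full effect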
Hsp70 inhibitors: Hsp70 inhibitors, probe displacement, primary screen, biochemical, fluorescence polarization (AID 583); Hsp70 fluorescence polarization probe displacement, mP; higher % means a stronger effect; displacement, % at 20 µM, or IC50 in µM where a hit was titrated; hit rate 0.06% among 140,000; in the data active means displacement above about 50%;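 further: plate controls were vehicle for no effect and reference ligand for full effect; a part of the inactive calls stands beside numbers as strong as those of hits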
Active calls of the source: *; x = not tested or not shown; & = joins results of further samples. Some of the compounds tested; the hit share may differ from the screen's.

MKP-3 inhibition	Hsp70 inhibitors	compound
x	-1.4%	COc1ccc(-n2c(COc3ccc(Cl)cc3)nnc2SCc2ccc(C#N)cc2)cc1
6%	-3.5%	CCN1CC2([N+](=O)[O-])C=C(C(N)=O)CC([N+](=O)[O-])(C1)C2 (centres undefined)
0%	-1.1%&-3.4%	COCCNC(=O)COc1ccccc1C
0%	1.0%	Cc1nn(CC(=O)Nc2c(F)cc(F)cc2Br)c(C)c1[N+](=O)[O-]
-8%	5.2%	O=C1OCCC1Sc1ncnc2sccc12 (centres undefined)
-2%	4.2%	CN(CC(=O)N1CCCCC1)S(=O)(=O)c1cccc2cccnc12
-13%	0.6%	O=C(CN1CCN(S(=O)(=O)c2ccccc2)CC1)Nc1ccc2c(c1)OCO2
6%	3.5%	COc1ccc(S(=O)(=O)Nc2ccc(S(=O)(=O)NC(C)=O)cc2)cc1
1%	2.5%	O=S(=O)(Nc1ccccn1)c1cc(Cl)c(Cl)cc1Cl
x	7.7%	CC(=O)NC1=NN(C(C)=O)C(c2sccc2C)S1 (centres undefined)
2%	1.5%	COc1ccc(CCN2C(=O)/C(=C3/C(=O)N(C)c4ccccc43)SC2=S)cc1OC
-1%	2.9%&-0.1%	Cc1ccc(/C(N)=N/OC(=O)/C=C/c2ccccc2)cc1
2%	1.9%	CCn1c(=O)cc(OCC(=O)NCCCN2CCN(c3cccc(Cl)c3)CC2)c2ccccc21
x	-1.7%	CC1CCCC(C)N1C(=O)CSc1nc(N)c(-c2ccccc2)c(=O)[nH]1 (centres undefined)
-4%	-4.3%	CC(C)n1c2ccccc2c2nnc(SCC(=O)OCN3C(=O)c4ccccc4C3=O)nc21
7%	5.4%	CCOC(=O)C1CCCN(CC(O)COc2ccc(OC)cc2C(C)(C)C)C1 (centres undefined)
0%	1.0%	CCCOC(=O)C(C)Sc1n[nH]c(=O)[nH]c1=O (centres undefined)
-16%	-0.5%	CCCNC(=O)Cc1ccsc1
0%	1.9%	COc1ccc(C2Nc3ccccc3C(=O)N2Cc2ccco2)cc1COc1ccc([N+](=O)[O-])c(C)c1 (centres undefined)
-5%	-1.9%	O=C(O)CCC(=O)N1CCN(c2ccccn2)CC1
0%	-0.3%	O=C1c2cc3ccccc3c(-c3ccccc3)c2C(=O)N1c1cccc(O)c1
8%	8.0%	COc1ccccc1NC(=O)Cn1nnc(-c2ccccc2NC(=O)c2ccco2)n1
-4%	-1.6%	CCOc1cccc(-c2nn3c(-c4cc(C)[nH]n4)nnc3s2)c1
-9%	-2.8%	O=C(CN1CCC(NC(=O)c2ccccc2)CC1)NCc1ccccc1F
0%	1.5%	Cc1ccc(/C=N/Nc2nc(N3CCOCC3)nc(N3CCOCC3)n2)c(C)c1
1%	0.3%	C=CCn1c(NCc2ccc(N(CC)CC)cc2)nc2ccccc21
-2%	0.2%	O=C(NC1=NCCS1)c1cccs1
4%	-4.6%	O=c1oc(-c2ccc(Cl)c(Cl)c2)nc2ccccc12
-7%	x	COc1ccc(S(=O)(=O)NCC(c2cccnc2)N2CCN(c3ccccc3)CC2)cc1C (centres undefined)
-4%	-4.1%	CCC(=O)Nc1cnc(NC(=O)c2cccc(F)c2)cc1C

Six neighbouring entries out of the list so far, quoted:
MKP-3 inhibition	Hsp70 inhibitors	compound
x	-1.4%	COc1ccc(-n2c(COc3ccc(Cl)cc3)nnc2SCc2ccc(C#N)cc2)cc1
6%	-3.5%	CCN1CC2([N+](=O)[O-])C=C(C(N)=O)CC([N+](=O)[O-])(C1)C2 (centres undefined)
0%	-1.1%&-3.4%	COCCNC(=O)COc1ccccc1C
0%	1.0%	Cc1nn(CC(=O)Nc2c(F)cc(F)cc2Br)c(C)c1[N+](=O)[O-]
-8%	5.2%	O=C1OCCC1Sc1ncnc2sccc12 (centres undefined)
-2%	4.2%	CN(CC(=O)N1CCCCC1)S(=O)(=O)c1cccc2cccnc12

Next part.
MKP-3 inhibition	Hsp70 inhibitors	compound
5%	0.6%	CCOc1ccc(NC2c3ccccc3C(=O)N2c2ccc(Cl)cn2)cc1 (centres undefined)
x	0.1%	CCCCN(CCCNC(=O)c1ccc2nc(N3CCOCC3)sc2c1)Cc1ccccc1
0%	2.0%	CC(/C=N\NC(=O)c1ccc2c(c1)OCO2)c1ccccc1 (centres undefined)
-1%	0.7%	Cc1c(Cl)c([N+](=O)[O-])nn1CC(=O)N1CCN(C)CC1
1%	-3.1%	C#Cc1cccc(NC(=O)C(C)(C)C)c1
2%	-1.0%	CCCC(=O)Nc1ncnc2c1ncn2[C@@H]1O[C@@H]2COP(=O)(O)O[C@H]2[C@H]1OC(=O)CCC
3%	5.0%	N#Cc1ccccc1NC(=O)CSCCSCC(=O)Nc1ccccc1C#N
x	-1.4%	Cc1ccccc1NC(=S)N(C)Cc1cccs1
x	1.6%	Cc1cc(NC(=O)C2CCCCC2)n(-c2nc3ccccc3[nH]2)n1
-1%	5.6%	O=c1c(-c2ccc(Cl)cc2)[n+]([O-])c2ccccc2n1O
10%	-9.2%	Cc1cc(NC(=O)CSc2ncnc3sc4c(c23)CCC(C)C4)no1 (centres undefined)
x	2.9%	CCOc1ccc2nc(SCC(=O)Nc3ccc4c(c3)OCCO4)[nH]c2c1
2%	9.6%	CCSc1nnc(NC(=O)c2cc(C)oc2C)s1
0%	-3.8%	C=CCn1c(Cc2cccs2)nnc1SCC(=O)Nc1ccc(C(=O)OCC)cc1
-1%	-1.6%	CCC(Oc1ccccc1)C(=O)N1CCN(C)CC1 (centres undefined)
1%	-1.3%	COc1cccc(C2C(C#N)=C(N)Oc3cc(C)[nH]c(=O)c32)c1OC (centres undefined)
1%	0.8%	CCN1C(=O)/C(=C\c2cccc(OCCOc3cccc(OC)c3)c2)SC1=S
-9%	9.4%	O=C(Cn1cc2c(n1)CCCC2)Nc1ccccc1Cl
1%	3.3%	CC(=O)C(Sc1ccc([N+](=O)[O-])cc1)C(C)=O
0%	-2.5%	COc1ccc(CN2CCN(C3CCCC3)CC2)c(OC)c1
-10%	3.9%	CCCn1c(-c2cccs2)nc2ccccc21
4%	1.2%	O=C(NCc1ccccc1)/C(NC(=O)c1ccccc1)=C1\c2ccccc2-c2ccc([N+](=O)[O-])cc21
-5%	1.7%	COc1ccc(N2C(=O)C3CCCN3C2c2ccc(C)cc2)cc1 (centres undefined)
0%	3.3%	CCNC(=O)c1c(-c2c(Cl)cccc2Cl)noc1C
4%	-1.9%	CCCC(=O)Nc1ccc(NC(=O)c2cc(Br)ccc2I)cc1
-4%	-0.4%	C=CCNC(=O)CCCc1ccccc1
1%	-2.1%	CCc1nnc(SCc2ccc(C(=O)OC)o2)n1N
0%	0.3%	Cc1ccc(Cn2ccc(NC(=O)c3noc4c3CCCC4)n2)cc1
3%	-2.1%	O=C(Nc1ccc(NC(=O)C2CCCCC2)cn1)c1ccco1
-2%	4.7%	Nc1cc(S(=O)(=O)O)cc2cccc(S(=O)(=O)O)c12
x	6.0%	COc1ccc(OCC(=O)OC2CCN(C)CC2)cc1
4%	-5.8%	CN(C)c1ccc(/C=N/N2C(=O)C3C(C2=O)C2C=CC3C23CC3)cc1Br (centres undefined)
3%	0.3%	O=C(COc1ccc2c3c(c(=O)oc2c1)CCC3)c1ccc(-c2ccccc2)cc1
1%	0.2%	Cn1cc(C(=O)N/N=C/c2ccc(Br)cc2)ccc1=O
-1%	x	CCC(C)NC(=O)C1CCN(S(=O)(=O)c2cccnc2)CC1 (centres undefined)
-6%	-1.7%	Cc1ccc(C)c(N2CCN(C(=O)CCNC(=O)Cn3ccc4ccccc4c3=O)CC2)c1
6%	6.3%	CCOC(=O)N1CCC(NC(=O)c2cc(-c3ccc(F)cc3)[nH]c2C)CC1
x	-3.6%	CCCCOc1ccccc1Cn1c(=O)oc2ccc(C)cc21
3%	-1.1%	COc1ccc(-c2cc(C(F)(F)F)n3ncc(C(N)=O)c3n2)cc1OC
x	-2.5%	Cc1cc2ccccc2c(=O)n1CC(=O)NCc1ccco1
-3%	x	Cc1ccc(S(=O)(=O)NC2(C(F)(F)F)C(=O)Nc3c2c(=O)n(C)c(=O)n3C)cc1 (centres undefined)
-1%	-0.2%	COc1ccccc1/C=C(\C#N)C(N)=O
6%	5.5%	CC(=O)Nc1nc2c(ncn2COCCOC(C)=O)c(=O)[nH]1
-1%	4.6%	CCOC(=O)C1=C(C(=O)OCC)SC(=C2C(=S)C(C)(C)N(C(=O)CN3C(=O)CCC3=O)c3ccc(C)cc32)S1
-2%	6.7%	COC(=O)c1ccc(N/C(C)=C/C(=O)c2ccc(C)o2)cc1
2%	0.4%	CCOc1cc(OCC)cc(C(=O)Nc2ccc(NC(=O)CC)cc2)c1
-4%	1.0%	N#Cc1nc(-c2cccs2)oc1N1CCN(Cc2ccccc2)CC1
x	-1.6%	CCOC(=O)Cn1nc(-c2ccc(F)cc2)oc1=O
-4%	5.4%	O=C1c2ccccc2-c2nc3ncnn3c(-c3ccccc3)c21
-1%	1.8%	Cc1ccc(OCC(=O)NCc2ccc3c(c2)OCO3)cc1
-11%	-0.5%	O=C1CC(O)(C(F)F)Oc2ccc3ccccc3c21 (centres undefined)
x	-5.4%	O=C(CSc1nncn1-c1ccccc1)Nc1ccc(N2CCOCC2)cc1
11%	29%	Nc1cccc2c1C(=O)c1c(N)cccc1C2=O
0%	0.5%	O=C(NNS(=O)(=O)c1ccc(Br)cc1)[C@H]1C[C@H]1c1ccccc1
-1%	13%	COC(=O)Nc1sc2c(c1C(=O)NCc1ccco1)CCC2
-2%	4.5%	Cc1cc(C)cc(OCC(=O)N2CCN(c3ccccc3)CC2)c1
x	5.6%	CC1(c2ccccc2)NC(=O)N(CC(=O)NC(=O)NCc2ccco2)C1=O (centres undefined)
-5%	-2.1%	O=C(COc1ccc(Br)cc1)Nc1cccc(C(F)(F)F)c1
5%	-7.2%	O=C(COc1ccccc1[N+](=O)[O-])Nc1cc(C(F)(F)F)cc(C(F)(F)F)c1
0%	8.0%	CCCCOc1ccc(C(=O)OC(C)CN(C)C)cc1 (centres undefined)

Of the compounds above, 4 contain a CF3 group.
MKP-3 inhibition	Hsp70 inhibitors	compound
3%	-1.1%	COc1ccc(-c2cc(C(F)(F)F)n3ncc(C(N)=O)c3n2)cc1OC
-3%	x	Cc1ccc(S(=O)(=O)NC2(C(F)(F)F)C(=O)Nc3c2c(=O)n(C)c(=O)n3C)cc1 (centres undefined)
-5%	-2.1%	O=C(COc1ccc(Br)cc1)Nc1cccc(C(F)(F)F)c1
5%	-7.2%	O=C(COc1ccccc1[N+](=O)[O-])Nc1cc(C(F)(F)F)cc(C(F)(F)F)c1

Later entries
MKP-3 inhibition	Hsp70 inhibitors	compound
-18%	3.4%	O=c1oc2ccccc2n1CSc1nc2ccccc2s1
x	-5.0%	COC(=O)Cc1c(C)nc2nc(-c3ccc(C)cc3)[nH]n2c1=O
4%	-0.7%	COc1ccccc1NC(=O)c1c(NC(=O)c2cccc(C)c2)sc2c1CCCC2
x	-3.6%	CCCCCCCc1nc2c(=O)[nH]c3ccccc3c2o1
-6%	1.8%	S=c1[nH]nc(-c2ccccc2Br)n1-c1ccccc1
0%	3.0%	Cc1c(O)ccc(C(=O)COc2ccccc2F)c1O
4%	-0.6%	CSCCC1NC2(C(=O)Nc3c2ccc(Cl)c3C)[C@@H]2C(=O)N(C3CCCC3)C(=O)[C@H]12 (some centres undefined)
-3%	-3.2%	COCCNC(=O)CN(C(=O)Cn1nnc2ccccc21)c1ccc(F)c(Cl)c1
4%	3.0%	COc1ccccc1N(CN1C(=O)c2ccccc2C1=O)C(=O)c1cccnc1
4%	-0.7%	Nc1ccc(C(c2ccccc2)c2ccc(N)cc2)cc1
1%	-1.8%	CCOC(=O)c1cc(CC)sc1NC(=O)c1cccs1
x	-4.7%	CCCC(C)NC1=NCCCCC1 (centres undefined)
6%	6.6%	COc1ccc(CNC(=O)CCCCCn2c(SCC#N)nc3cc4c(cc3c2=O)OCO4)cc1
0%	-1.1%	O=C(c1ccccc1[N+](=O)[O-])N1CCC(Cc2ccccc2)CC1
x	-2.5%	COc1ccc(OCCSc2ncn[nH]2)cc1
x	5.9%	Nc1nc(N2CCOCC2)cc(=O)[nH]1
7%	-4.8%	c1ccc2sc(N3CN(CCN4CCOCC4)CN(c4nc5ccccc5s4)C3)nc2c1
-2%	-1.0%	O=S(=O)(Cc1ccccc1)CC(O)COCc1ccccc1 (centres undefined)
0%	2.8%	CCOC(=O)Cc1cc(=O)n2[nH]c(C)c(-c3ccc(OC)cc3)c2n1
-2%	-5.5%	CCOC(=O)C(C)Sc1nc2c(c(=O)[nH]c(=O)n2C)n1CCc1ccccc1 (centres undefined)
2%	-2.2%	Cc1ccc(NC(=O)Cn2nnc(C(=O)Nc3ccc(C)c(C)c3)c2N)cc1
-7%	3.8%	CCOC(=O)CSc1nnc(CNc2cccc(Cl)c2)n1-c1ccccc1
0%	-4.9%	O/N=C(/CSc1nc2ccccc2s1)c1ccccc1
-10%	-0.6%	O=C(NCc1ccco1)C(c1ccccc1F)N(CC1CCCO1)C(=O)Cn1nnc2ccccc21 (centres undefined)

Quoted at random: 2 records from the list
MKP-3 inhibition	Hsp70 inhibitors	compound
4%	-0.6%	CSCCC1NC2(C(=O)Nc3c2ccc(Cl)c3C)[C@@H]2C(=O)N(C3CCCC3)C(=O)[C@H]12 (some centres undefined)
0%	2.8%	CCOC(=O)Cc1cc(=O)n2[nH]c(C)c(-c3ccc(OC)cc3)c2n1

Screening data from PubChem.
